# High-throughput results: PubChem, National Center for Advancing Translational Sciences (NCATS)
# HEK293 tox – Cytotoxic Profiling in HEK 293 Cell Line of Diverse Libraries Using Quantitative High-Throughput Screening | HEK 293 viability, ATP luminescence (CellTiter-Glo), 48-72 h | Potency, µM (highest dose often 115 µM), for inactives: at the top dose activity change, negative = cytotoxicity, hits mostly inhibitors | 6.6% of 94,000 active; also: potency is read from the fitted curve at half-maximal effect; nearly all actives have a fitted effect of over 60% in size
#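 HEK 293 cells at 250 cells/well were exposed to compounds by pintool transfer for 48 or 72 hr at 37 degree Celsius, 5% CO2. Viability was read as ATP-coupled luminescence with CellTiter-Glo after 10 min at room temperature.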
# NIH3T3 tox – Cytotoxic Profiling in NIH 3T3 Cell Line of Diverse Libraries Using Quantitative High-Throughput Screening | NIH 3T3 viability, CellTiter-Glo ATP luminescence, 48-72 h | Potency, µM (titrated, usually from 96.7 µM), for the others: top-dose activity change, negative = cytotoxicity, usual class: inhibitors | 4.3% of 94,000 active; also: potency is read from the fitted curve at half-maximal effect; nearly all actives have a fitted effect of over 55% in size
#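 Cells were seeded at 400 per well, treated with pin-transferred compound, and kept 48 or 72 hr at 37 °C before CellTiter-Glo addition and luminescence imaging of cellular ATP.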
# SNCA viab count – GF-AFC viability counterscreen for inhibitors of alpha-synuclein gene (SNCA) expression; HEK-293-SNCA-luc viability, GF-AFC fluorescence, 24 h; Potency, µM (highest dose often 57.1 µM), for the others: top-dose activity change, negative = cytotoxicity, hits mostly cytotoxic; 0.12% of 150,000 active;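 also: potency is read from the fitted curve at half-maximal effect; 0% = DMSO-treated cells and -100% = medium-only wells without cells; nearly all actives have a fitted effect of over 30% in size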
#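 HEK-293-SNCA-luc cells (1500/well) plated 24 h, then exposed 24 h to a dilution series; GF-AFC added 30 min at 37C, fluorescence 405/540 nm; normalised to medium-only and DMSO wells, Hill fit.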
# FLuc inh – Firefly luciferase inhibition profiling of diverse chemical library using quantitative high-throughput screening. Luciferin 4-monooxygenase (Photinus pyralis), P08659. purified P. pyralis luciferase, luminescence, biochemical. Potency, µM (titrated, usually from 115 µM), without a hit: at the top dose activity change, negative = inhibition, most hits filed as inhibitors. 2.5% of 76,000 active. AID 1347043, 2019; also: potency is read from the fitted curve at half-maximal effect; nearly all actives have a fitted effect of over 65% in size
#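 Cell-free enzyme assay, 10nM P. pyralis luciferase, luciferin and ATP each at 10uM. Inhibition profiled over a 6-point titration, read as luminescence.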
# GPT2 inhibitor – Primary qHTS assay for inhibitors of Glutamate pyruvate transaminase 2 (GPT2) | Alanine aminotransferase 2 (Homo sapiens), Q8TD30 | Recombinant GPT2, coupled pyruvate oxidase/HRP Amplex Red fluorescence | 0.25% of 100,000 active | Potency, µM (top dose mostly 57.7 µM), for the others: top-dose activity change, negative = inhibition, most hits filed as inhibitors; also: potency is read from the fitted curve at half-maximal effect; nearly all actives have a fitted effect of over 60% in size; many of its hits are not listed in these tables
# Target sequence (Q8TD30 whole entry, looked up): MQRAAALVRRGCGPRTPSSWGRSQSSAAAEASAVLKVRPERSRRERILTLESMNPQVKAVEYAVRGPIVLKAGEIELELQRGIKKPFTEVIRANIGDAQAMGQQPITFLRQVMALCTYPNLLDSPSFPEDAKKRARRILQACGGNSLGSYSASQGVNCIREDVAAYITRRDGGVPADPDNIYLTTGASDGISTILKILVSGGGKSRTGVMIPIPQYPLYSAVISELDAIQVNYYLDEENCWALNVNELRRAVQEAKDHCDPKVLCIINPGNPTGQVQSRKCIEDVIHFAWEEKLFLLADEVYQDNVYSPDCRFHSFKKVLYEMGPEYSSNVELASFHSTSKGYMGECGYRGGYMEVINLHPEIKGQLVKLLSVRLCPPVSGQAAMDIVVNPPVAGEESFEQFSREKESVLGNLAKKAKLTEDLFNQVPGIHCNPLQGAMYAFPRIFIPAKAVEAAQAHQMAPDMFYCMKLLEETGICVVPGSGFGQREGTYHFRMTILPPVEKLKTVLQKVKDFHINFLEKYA
#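 Recombinant GPT2 (10ng/uL) with 250uM a-KG and 2mM L-alanine, 30 min at room temperature, in HEPES pH 7.5 buffer. Pyruvate detected by pyruvate oxidase/HRP/Amplex Red fluorescence after 30 min in the dark; AOA (50uM) as positive control.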
# IP6K1 inhibitor – Primary qHTS assay for small molecule inhibitors of Inositol hexaphosphate kinase 1 (IP6K1); IP6K1 kinase, ADP-Glo luminescence, 2 h; active compounds read low; activity change, % (series mostly up to about 58 µM); 0.81% of 140,000 active; in the data active = activity change below about -25%
# Target sequence (Q92551 whole entry, looked up): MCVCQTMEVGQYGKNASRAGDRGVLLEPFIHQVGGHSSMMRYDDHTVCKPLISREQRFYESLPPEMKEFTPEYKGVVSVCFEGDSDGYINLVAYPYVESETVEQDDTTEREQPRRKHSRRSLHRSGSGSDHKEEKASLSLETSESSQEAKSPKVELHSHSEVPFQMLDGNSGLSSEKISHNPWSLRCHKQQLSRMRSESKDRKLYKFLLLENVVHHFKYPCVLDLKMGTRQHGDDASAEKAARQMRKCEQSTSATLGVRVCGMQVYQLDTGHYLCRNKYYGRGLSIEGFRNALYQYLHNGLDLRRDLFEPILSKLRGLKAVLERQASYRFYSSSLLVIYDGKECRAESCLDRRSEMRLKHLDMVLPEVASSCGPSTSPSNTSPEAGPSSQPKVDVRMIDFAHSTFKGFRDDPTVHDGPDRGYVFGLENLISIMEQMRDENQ
#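 ADP-Glo luminescence measures ADP made by human IP6K1 during a 2 h RT reaction with ATP/IP6 (mix at 1.3 mM/130 uM); top library doses 57.5 and 19.1 uM final.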
# SNCA expr inh – Primary qHTS assay for inhibitors of alpha-synuclein gene (SNCA) expression; Potency, µM (top dose mostly 57.2 µM), for the others: at the top dose activity change, negative = inhibition, actives largely listed as inhibitors; AID 1671194, 2021; HEK-293 SNCA-luciferase knock-in, luminescence, 24 h; 0.17% of 140,000 active;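 also: potency is read from the fitted curve at half-maximal effect; plate controls were DMSO cells for no effect and cell-free wells for full effect; nearly all actives have a fitted effect of over 45% in size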
# * = called active by the depositor; i = inactive; u = inconclusive; x = no result given; [ ] = dose if it differs, or a comment. Unless noted, calls follow the shape of the dose curve; as a rule, active = well fitted curve in the direction sought with a large enough effect; inconclusive = small, poorly fitted or top-dose-only effect, or another doubt; inactive = no such curve, though single readings can be large; an effect the other way counts as inactive or inconclusive. Unless noted, % is scaled to controls: 0 for no effect and ±100 for the full control effect. These rows are one share of the data, so the mix of outcomes need not match the whole.
# Each structure is followed by: HEK293 tox, NIH3T3 tox, SNCA viab count, FLuc inh, GPT2 inhibitor, IP6K1 inhibitor, SNCA expr inh
1. O=C(NC1CCN(c2nccc(Nc3ccccc3Cl)n2)CC1)c1ccc(Cl)cc1
    u, u, 5%, x, 2%, -7, -8%
2. COc1ccc(-c2ccc3c(c2)C(=O)N2CC[C@H](NC(=O)CSC)C[C@H]2C(=O)N3)cc1
    u, u, 2%[87.6 µM], u, -2%[88.5 µM], -10, 2%[87.6 µM]
3. O=C(CCC[C@H]1NC[C@@H]2CC1CN(Cc1ccccc1)C2)NCc1ccc(F)cc1
    u, u, 1%, -2%, i, -9, -6%
4. CCCCC(CC)CNC(=O)CCCn1c(=O)[nH]c2ccsc2c1=O (stereo not given)
    x, x, 5%, x, x, -23, 24%
5. O=c1oc2ccccc2cc1-c1cn2cc(Cc3ccc(F)cc3)sc2n1
    x, x, -16%, x, x, 18, 76%[activator]
6. Cc1cn2nc(C(=O)Nc3ccc(N(C)C)cc3)cc2c(N2CCSCC2)n1
    -8%, -3%, -18%, u, u, 6, 54%[activator]
7. Cc1ccc(OCCn2cc(C(=O)c3cccs3)c3ccccc32)cc1
    x, x, 16%, x, x, -13, u
8. Cc1nc(-c2ccccc2)sc1-c1ccc(SCC(=O)Nc2cccc(C(F)(F)F)c2)nn1
    x, x, 7%, x, x, -3, 9%
9. Cc1ccc(CNC(=O)CSc2nnc(C)c3c(C)n(-c4ccccc4)nc23)cc1
    x, x, -14%, x, x, 21, u
10. O=C(CCn1c(=O)c2cccn2c2ccccc21)Nc1ccc(F)cc1
    x, x, -1%, x, x, 4, -7%
11. COc1ccc(CC(=O)N2CC(=O)N(CCCc3ccccc3)CC(O)C2)cc1 (stereo not given)
    u, -15%, x, x, x, -1, x
12. CCC(=O)N(C1CCNCC1)C1CCOCC1
    -4%, -4%, -5%, -10%, 1%, -1, -13%
13. CN1C(CSCC(F)(F)F)Nc2cc(Cl)c(S(N)(=O)=O)cc2S1(=O)=O (stereo not given)
    x, x, -18%[23.9 µM], x, i, -10, 15%[25.6 µM]
14. Nc1nc(N)nc(-c2cc(Cl)ccc2Cl)n1
    x, x, -2%, x, 5%, 14, 9%
15. COC(=O)c1c(NC(=O)Nc2ccc(Cl)cc2)sc(C)c1C
    x, x, -13%, x, x, 27, 3%
16. O=C(CN1C=NS(=O)(=O)c2ccc(C(F)(F)F)cc21)Nc1cccc(C(F)(F)F)c1
    x, x, 10%, x, x, 36, 14%
17. Cc1cc2c(c(=O)n(-c3ccc(F)cc3)c(=O)n2CC(=O)Nc2ccccc2C(F)(F)F)n1C
    -5%, -2%, -5%, 4%, i, 2, 4%
18. Cc1cnc(C2CCOCC2)n1C1CCN(C(=O)C(C)Oc2ccccc2)CC1 (stereo not given)
    -18%, 0%, -18%, -11%, u, 7, -12%
19. COc1ccc(C(=O)COC(=O)CCCC(=O)Nc2ccc(C(C)=O)cc2)cc1
    x, x, 3%, x, x, -4, 180%[activator]
20. Cc1ccc(-c2nnc(Nc3ccc(F)cc3)c3ccccc23)cc1S(=O)(=O)NC(C)C
    x, x, 2%, x, x, -21, 106%[activator]

# 2 entries from above, with each value named.
18: Cc1cnc(C2CCOCC2)n1C1CCN(C(=O)C(C)Oc2ccccc2)CC1 (stereo not given)
  HEK293 tox: -18% | NIH3T3 tox: 0% | SNCA viab count: -18% | FLuc inh: -11% | GPT2 inhibitor: u | IP6K1 inhibitor: 7 | SNCA expr inh: -12%

19: COc1ccc(C(=O)COC(=O)CCCC(=O)Nc2ccc(C(C)=O)cc2)cc1
  HEK293 tox: x | NIH3T3 tox: x | SNCA viab count: 3% | FLuc inh: x | GPT2 inhibitor: x | IP6K1 inhibitor: -4 | SNCA expr inh: 180%[activator]

# Remaining list, next part
# Each structure is followed by: HEK293 tox, NIH3T3 tox, SNCA viab count, FLuc inh, GPT2 inhibitor, IP6K1 inhibitor, SNCA expr inh
21. COCCNC(=O)[C@@H]1C[C@H](Oc2cccnc2)CN1C(=O)CC1CCCCC1
    3%, 4%, 8%, -3%, -12%, 1, 14%
22. Cc1cc(CNc2ccc(-c3nc(CCCc4ccccc4)no3)cn2)no1
    u, -30%, -18%, u, u, 22, 57%[activator]
23. O=C1CCCCC(CNC(=O)c2cccnc2)N1 (stereo not given)
    -20%, -23%, 8%, 5%, i, 22, 4%
24. CCN(C(=O)Cc1c(C(=O)O)[nH]c2ccccc12)c1ccc(OC)cc1
    x, x, 0%, x, x, -1, 3%
25. Cc1nn2c(c1-c1ccccc1C(C)C)N(Cc1ccc(F)cc1)CCC2
    50µM*, 28µM*, -29%[87.6 µM], 1%[172 µM], -15%[88.5 µM], 31, u
26. Cc1ccc(-c2noc([C@@H]3C[C@H](NC(=O)Nc4ccc(Cl)cc4)CN3C)n2)cc1
    -43%[172 µM], -32%[174 µM], 5%[87.6 µM], 2%[172 µM], 5%[88.5 µM], 8, -23%[87.6 µM]
27. O=C(NCc1ccncc1)c1ccc2nccn2c1
    -2%, -19%, 12%, -7%, 4%, 0, 5%
28. Cc1cc(=O)[nH]c(NCCNc2nccc(-c3cccnc3)n2)n1
    2%, i, 2%, -2%, 4%, 26, 1%
29. CNC(=O)[C@@H]1C[C@H](Oc2cccnc2)CN1S(=O)(=O)c1cccs1
    -1%, -6%, 1%, 4%, i, 9, 31%
30. Cc1c(C(=O)N2CCC(C)CC2)c(S(=O)(=O)NCc2ccc(Br)cc2)c(C)n1C
    x, x, u, x, x, -18, -3%
31. CCCS(=O)(=O)c1c(S(=O)(=O)CCC)c2cc(CC)ccn2c1C(=O)c1ccc(OC)cc1
    x, x, 11%, x, x, 14, -1%
32. CC(C)c1nc2c(c(-c3ccc(Cl)cc3)n1)CCN(C(=O)c1ccc3c(c1)OCO3)CC2
    u, u, u, x, i, 10, -18%
33. O=C(NCc1ccccc1)C1CC(c2ccccc2)CN(C(=O)c2ccccc2F)C1 (stereo not given)
    u, u, -2%, 1%, i, 21, 15%
34. COc1cc(Cl)ccc1Nc1ncc(C(=O)N2CCN(c3ccccc3OC)CC2)c2ccccc12
    x, x, 5%, x, x, 21, -12%
35. O=C1N(CCc2ccccc2)CCOC12CCN(Cc1ccc3cn[nH]c3c1)CC2
    u, u, -12%[87.6 µM], -1%[172 µM], i, 15, -23%[87.6 µM]
36. Cc1ccc2nc(CO[C@H]3CN(Cc4ccc5c(c4)OCO5)C[C@H]3F)[nH]c2c1
    u, -30%[138 µM], -2%[87.6 µM], -23%[172 µM], -2%[88.5 µM], -11, 3%[87.6 µM]
37. COc1ccccc1NC(=O)C(=O)NCC(c1ccc2c(c1)OCO2)N1CCN(C)CC1 (stereo not given)
    x, x, 5%, x, x, 13, -10%
38. CCc1ccc(NC(=O)Cn2c(=O)n(CCCCC(=O)NCCc3ccc(Cl)cc3)c(=O)c3ccccc32)cc1
    x, x, -6%, x, x, 11, -10%
39. CC(=O)NC1(C)CCN(Cc2cccc(-c3cccc4ncccc34)c2)C1 (stereo not given)
    u, -28%[138 µM], 5%[87.6 µM], 1%[172 µM], 4%[88.5 µM], -3, 29%[87.6 µM]
40. Cc1nc2sccn2c(=O)c1S(=O)(=O)Nc1cccc(Cl)c1C
    x, x, 12%, x, x, -5, -14%
41. O=C(Cn1cccc1-c1nc(-c2ccc(F)cc2)no1)Nc1ccc(F)cc1
    u, u, -6%, 9%, i, 34, -4%
42. COc1ccc(CNc2ccc3cc(S(=O)(=O)N4CCCCC4)ccc3n2)cc1
    x, x, -15%, x, x, 4, u
43. O=C(NCC1CCCN(S(=O)(=O)c2ccc3c(c2)OCCO3)C1)c1cccs1 (stereo not given)
    u, u, -15%, 0%, -2%, 15, 1%
44. Cc1nn(C)cc1CN1CCC2(CCN(Cc3cccnc3)CC2)C(CO)C1 (stereo not given)
    -16%, -10%, 2%, 12%, 2%, -5, 8%
45. CCCCc1nn2c(=O)cc(COC(=O)c3ccc4c(c3)OCO4)nc2s1
    x, x, 10%, x, x, -1, 17%
46. CC(=O)c1ccc(NC(=O)CN2C(=O)CCc3cc(S(=O)(=O)N4CCC(C)CC4)ccc32)cc1
    x, x, -7%, x, x, -5, 18%

# In the list so far, eight contain an aryl methoxy group:
# Each structure is followed by: HEK293 tox, NIH3T3 tox, SNCA viab count, FLuc inh, GPT2 inhibitor, IP6K1 inhibitor, SNCA expr inh
2. COc1ccc(-c2ccc3c(c2)C(=O)N2CC[C@H](NC(=O)CSC)C[C@H]2C(=O)N3)cc1
    u, u, 2%[87.6 µM], u, -2%[88.5 µM], -10, 2%[87.6 µM]
11. COc1ccc(CC(=O)N2CC(=O)N(CCCc3ccccc3)CC(O)C2)cc1 (stereo not given)
    u, -15%, x, x, x, -1, x
19. COc1ccc(C(=O)COC(=O)CCCC(=O)Nc2ccc(C(C)=O)cc2)cc1
    x, x, 3%, x, x, -4, 180%[activator]
24. CCN(C(=O)Cc1c(C(=O)O)[nH]c2ccccc12)c1ccc(OC)cc1
    x, x, 0%, x, x, -1, 3%
31. CCCS(=O)(=O)c1c(S(=O)(=O)CCC)c2cc(CC)ccn2c1C(=O)c1ccc(OC)cc1
    x, x, 11%, x, x, 14, -1%
34. COc1cc(Cl)ccc1Nc1ncc(C(=O)N2CCN(c3ccccc3OC)CC2)c2ccccc12
    x, x, 5%, x, x, 21, -12%
37. COc1ccccc1NC(=O)C(=O)NCC(c1ccc2c(c1)OCO2)N1CCN(C)CC1 (stereo not given)
    x, x, 5%, x, x, 13, -10%
42. COc1ccc(CNc2ccc3cc(S(=O)(=O)N4CCCCC4)ccc3n2)cc1
    x, x, -15%, x, x, 4, u

# Individual results from the entries so far:
# Under FLuc inh, entry 44 has 12%
# Under IP6K1 inhibitor, entry 45 has -1
